Vif-A3G inh = Vif-A3G binding inhibition; HeLa A3G-eYFP + Vif (tagged APOBEC3G with the HIV-1 protein that degrades it), YFP fluorescence, overnight; Potency, µM (series often up to 46.1 µM), without a hit: at the top dose activity, negative = active, hits mostly inhibitors; 410,000 tested, 0.076% active;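 further: potency means the concentration at half of the fitted maximal effect; on the % scale 0 is the no-effect control and ±100 the full control effect; nearly all actives have a fitted effect of over 60% in size; hits raise eYFP signal because A3G escapes Vif-driven loss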
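Read-out is eYFP fluorescence (Ex 488/Em 500-530) from Vif-expressing HeLa A3G-eYFP cells; more signal means A3G escaped Vif-mediated degradation. Cells plated overnight, compound pinned in, incubated overnight at 37 deg C.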
USP1-UAF1 inh = blocks the human USP1/UAF1 deubiquitinase complex; O94782; recombinant USP1/UAF1, Ub-Rhodamine cleavage fluorescence; Potency, µM (top dose mostly 57.1 µM), without a hit: at the top dose activity change, negative = inhibition, actives largely listed as inhibitors; 390,000 tested, 0.23% active; further: potency means the concentration at half of the fitted maximal effect; on the % scale 0 is the no-effect control and ±100 the full control effect; nearly all actives have a fitted effect of over 60% in size; inactives centre near -12
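Step one: compound is pinned into 1nM USP1/UAF1 in HEPES pH 7.8 buffer with TCEP. Step two: 15 min room-temperature incubation. Step three: Ub-Rho (150nM final) starts cleavage, tracked by fluorescence over six one-minute reads.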
Vif-A3F inh = blocks the Vif interaction with APOBEC3F; HeLa A3F-eYFP + Vif (tagged APOBEC3F with the HIV-1 protein that degrades it), YFP fluorescence increase; Potency, µM (series often up to 46.1 µM), for inactives: at the top dose activity, negative = active; 390,000 tested, 0.2% active; AID 602313; further: potency means the concentration at half of the fitted maximal effect; % of control where 0% means no effect; nearly all actives have a fitted effect of over 65% in size
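HeLa cells stably expressing Vif plus C-terminally eYFP-tagged A3F were seeded, incubated overnight at 37 deg C, dosed with compound, incubated overnight again at 37 deg C. Yellow fluorescence (Ex 488/Em 500-530) reported blocked Vif-mediated A3F-eYFP degradation.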
Glioma ERSR ind = induces the endoplasmic reticulum stress response in human glioma cells. Potency, µM, for inactives: at the top dose activation, hits mostly activators. U87-MG GRP78 promoter luciferase reporter, 16 h. 420,000 tested, 0.02% active. AID 602332; further: potency means the concentration at half of the fitted maximal effect; series mostly up to about 76 µM; % of control where 0% means no effect; nearly all actives have a fitted effect of over 35% in size
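Stably transfected U87-MG glioma cells carrying a GRP78-based luciferase sensor; 16 h compound incubation. Luminescence end-point read 10 min after Bright-Glo addition at room temperature.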
PI4K2A inh = inhibitors of human PI4K2A. 420,000 tested, 0.13% active. Q9BTU6. purified PI4K2A, ADP-Glo luminescence, 1 h; active compounds read low. activity change, negative = inhibition, % at 76.9 µM. AID 1346378; in the data active means activity change below about -50%;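 further: -100% = wells without enzyme as full effect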
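Compounds are screened against recombinant PI4K2A using PI as substrate and ATP, the latter dispensed at 300 microM. Reactions run one hour at ambient temperature before ADP-Glo detection; full inhibition defined by wells lacking enzyme.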
RXFP1 ag = RXFP1 (human) receptor agonism | Q9HBX9 | HEK293T-RXFP1 cAMP TR-FRET, 30 min; response scale: percent of porcine relaxin response, buffer zero | Potency, µM (top dose mostly 57.5 µM), without a hit: at the top dose activation, hits mostly activators | 370,000 tested, 0.3% active | AID 2676; further: potency means the concentration at half of the fitted maximal effect; on the % scale 0 is the no-effect control and ±100 the full control effect; nearly all actives have a fitted effect of over 60% in size; many of its hits are not listed in these tables
Target sequence (Q9HBX9 whole entry, looked up): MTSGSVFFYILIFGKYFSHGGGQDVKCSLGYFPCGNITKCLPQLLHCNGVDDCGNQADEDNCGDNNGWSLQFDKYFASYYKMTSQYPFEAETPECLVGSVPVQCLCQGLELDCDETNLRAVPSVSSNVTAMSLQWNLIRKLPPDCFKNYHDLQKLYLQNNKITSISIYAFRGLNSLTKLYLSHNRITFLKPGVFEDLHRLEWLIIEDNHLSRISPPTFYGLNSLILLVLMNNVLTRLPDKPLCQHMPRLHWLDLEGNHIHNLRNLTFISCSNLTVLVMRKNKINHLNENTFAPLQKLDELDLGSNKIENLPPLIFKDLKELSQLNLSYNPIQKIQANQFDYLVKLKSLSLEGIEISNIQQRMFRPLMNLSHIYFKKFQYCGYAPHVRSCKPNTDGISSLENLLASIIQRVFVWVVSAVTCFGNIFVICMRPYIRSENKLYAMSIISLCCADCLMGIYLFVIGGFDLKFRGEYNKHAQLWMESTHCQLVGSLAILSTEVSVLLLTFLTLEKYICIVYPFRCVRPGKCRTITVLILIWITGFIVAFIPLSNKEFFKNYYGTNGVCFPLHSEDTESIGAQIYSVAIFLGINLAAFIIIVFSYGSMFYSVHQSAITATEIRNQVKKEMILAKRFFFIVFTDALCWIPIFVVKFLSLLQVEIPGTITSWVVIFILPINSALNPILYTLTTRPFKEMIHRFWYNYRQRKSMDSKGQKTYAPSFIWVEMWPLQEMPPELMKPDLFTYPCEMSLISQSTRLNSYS
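HEK293T cells stably expressing RXFP1 were pretreated with the PDE4 inhibitor Ro 20174, exposed to compounds for 30 min at 37C, lysed, and cAMP was read by TR-FRET. Data normalized to buffer (basal) and 29 nM porcine relaxin (100%).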
LDHA inh = inhibitors of human lactate dehydrogenase A; P00338; purified LDHA, NADH/diaphorase-resazurin fluorescence; active compounds read low; activity change, % (values are at about 110 or 230 µM); 480,000 tested, 0.15% active; AID 1347041; in the data active means activity change below about -30%;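 further: plate controls were DMSO wells for no effect and wells without enzyme for full effect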
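LDH5 2 nM; NADH 0.06 mM, pyruvate 0.2 mM; 200 mM Tris pH 7.4, EDTA, Tween-20; 5 min RT. Detection: diaphorase 0.133 mg/mL + resazurin 37 µM, fluorescence ex540/em590 at 0 and 20 min; normalized to enzyme-free and DMSO wells.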
TrxR1 substrate = substrates of rat thioredoxin reductase 1. O89049. purified TrxR1 substrate turnover, NADPH consumption readout. Potency, µM (series often up to 114 µM), without a hit: at the highest dose activity change, negative = substrate turnover. 390,000 tested, 0.01% active. AID 588456; further: potency means the concentration at half of the fitted maximal effect; on the % scale 0 is the no-effect control and ±100 the full control effect; nearly all actives have a fitted effect of over 50% in size
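Rat TrxR1, dispensed at 90 nM, was prereduced with 400 uM NADPH (final) for 5 min at ~22 deg C, then incubated with compound 15 min before 400 uM selenite. A first-read NADPH fluorescence drop versus no-compound background flagged substrates.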
mIDH1 inhibitor = blocks human mutant IDH1 R132H enzyme | O75874 | IDH1-R132H enzyme, NADPH consumption, diaphorase/resazurin fluorescence | Potency, µM (top dose mostly 76.6 µM), without a hit: at the highest dose activity change, negative = inhibition, hits mostly inhibitors | 390,000 tested, 0.093% active; further: potency means the concentration at half of the fitted maximal effect; on the % scale 0 is the no-effect control and ±100 the full control effect; nearly all actives have a fitted effect of over 65% in size
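IDH1-R132H (0.5 ug/mL) preincubated 30 min with compound, then NADPH (0.016 mM) and alpha-KG (2 mM) added; 80 min at RT, pH 7.5. Remaining NADPH coupled via diaphorase/resazurin to fluorescence (540/590 nm); concentration-response curves normalized to no-enzyme control.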
* hit, by the source's call; · = no result given; & = joins results of further samples; [ ] = dose if it differs, or a comment. Unless noted, the call rests on the fitted dose curve; in most records, active means well fitted curve in the direction sought with a large enough effect; inconclusive means small, poorly fitted or top-dose-only effect, or another doubt; inactive means no such curve, though single readings can be large; an effect the other way counts as inactive or inconclusive.

structure,USP1-UAF1 inh,Vif-A3G inh,LDHA inh,mIDH1 inhibitor,Glioma ERSR ind,TrxR1 substrate,PI4K2A inh,RXFP1 ag,Vif-A3F inh
OCC1(Cc2ccccc2C(F)(F)F)CCN(Cc2ccc3c(c2)CCO3)CC1,-16.9%,-6.9%,-0.7,7.8%,-1.7%,4.6%,9.6,1.3%,15.3%
Cc1cccc(OCC(=O)Nc2ncn[nH]2)c1C,-15.8%,0.4%,-4.4,0.0%,-1.7%,-0.3%,-1.3,3.2%,1.4%
Nc1nc(N2CCN(c3ccc(Cl)cc3)CC2)n[nH]1,5.7%,0.4%,-11.9,15.8%,0.8%,4.1%[57.1 µM],-2.3,1.0%,12.0%
Cc1cccc(C(=O)NCCNC(=O)c2cnccn2)c1,-20.9%,5.8%,-2.9,-2.8%,-3.2%,4.6%,1.4,-0.4%,-0.4%
COc1ccc(C(=O)Oc2ccc(-c3nnco3)cc2)cc1S(=O)(=O)N1CCOCC1,-16.3%,-8.4%,-1.0,4.5%,-1.5%,1.4%,-1.4,0.8%,-13.2%
Cc1csc(SCC(=O)NC(=O)NC(C)C)n1,-6.0%,1.3%,-3.8,-4.0%,1.2%,-4.0%,17.6,3.2%,9.9%
Cc1ccc(/C=C/C(=O)NCCCN2CCN(CCCNC(=O)/C=C/c3ccc(C)cc3)CC2)cc1,1.7%,1.0%,-5.1,4.7%,-1.5%,-9.5%,7.9,2.0%,-12.5%
Cc1ccsc1C(=O)OCC(=O)NCc1cccs1,-6.3%,0.6%,-1.6,3.9%,-0.9%,·,6.9,·,1.9%
O=C(Nc1ccc(OCc2ccccc2)cc1)c1cccs1,-18.3%,0.4%,-1.4,8.4%,1.6%,-1.5%,-10.1,1.5%,-5.7%
O=C(COC(=O)CCCc1nc2ccccc2s1)Nc1ncc(Cl)cc1Cl,-18.8%,-2.0%,-2.5,0.2%,-6.1%,6.8%[57.1 µM],0.4,3.3%,-17.9%
Cc1ccsc1CCN1C(=O)N(c2ccccc2)C(=O)C1CC(=O)Nc1ccc(Cl)cc1 (configuration not stated),-2.6%,-3.7%,-4.7,28.1%,0.7%,-9.5%,-2.4,-2.4%,-1.3%
Cc1ccc2nsnc2c1S(=O)(=O)NCc1ccncc1,-7.3%,2.4%,-5.3,-2.0%,2.0%,-9.1%,-6.6,1.0%,-2.7%
CCc1cccc(CC)c1-n1nnc2c(sc3nc(C)cc(C)c32)c1=O,3.1%,5.5%,-7.3,-16.8%,-2.2%,-5.0%,1.4,-1.9%,6.7%
c1ccc(CSc2ncnc3c2cnn3Cc2ccccc2)cc1,-16.2%,-0.4%,6.1,3.2%,1.8%,1.9%,-4.6,2.9%,1.1%
Cc1ccc(S(=O)(=O)N2CC=C(c3ccc(F)cc3)CC2)cc1,-11.0%,3.3%,-0.9,0.0%,-2.5%,-8.9%,4.1,-0.8%,-16.7%
Cc1ccc(C(=O)NC(=S)Nc2ccc(S(=O)(=O)N(C)c3ccccc3)cc2)cc1,-22.1%,-2.9%,-3.8,1.7%,-3.6%,5.9%[57.1 µM],-7.1,0.5%,-0.4%
Cc1cc(Cl)c(S(=O)(=O)NCc2cccnc2)cc1OCC(=O)NC1CCCCC1,-17.4%,-0.1%,0.0,0.0%,-2.7%,-3.1%,0.9,-2.0%,-7.8%
O=C(O)c1ccccc1C(=O)NCCc1c(C(=O)O)[nH]c2ccc(F)cc12,-7.3%,2.4%,-3.6,-5.9%,-3.0%,3.4%,-0.8,-1.3%,-9.1%
COc1ccc(CNc2ncc(-c3ccccc3)n2C)cc1,-12.0%,1.6%,-20.7,1.4%,2.4%,0.5%,-0.8,-0.1%,-6.0%
CCc1nn2c(=O)cc(COC(=O)c3ccccc3NC(=O)c3cccs3)nc2s1,-12.4%,-1.6%,-14.7,0.0%,-2.2%,0.7%[57.1 µM],2.2,21.6%,-19.5%
CCCc1cc(=O)[nH]c(SCC(=O)c2cc(C)n(CC(F)(F)F)c2C)n1,-21.3%,-0.7%,-1.6,-4.1%,-8.3%,4.2%[57.1 µM],-1.5,-0.1%,3.8%
CN(C)C(=O)CCCc1nc(-c2ccc(Cl)cc2)no1,-7.2%,-0.3%,3.4,3.5%,9.7%,4.9%[57.1 µM],2.0,-0.1%,-12.2%
CCOc1ncccc1C(=O)N(C)CC(=O)Nc1ccc(F)cc1,-21.6%,-3.5%,-2.1,-0.4%,-5.6%,-7.4%,-5.8,1.8%,-5.6%
CCCN(CCC)c1nc(N)c(C#N)c(CC#N)c1C#N,-6.9%,-4.3%,7.0,6.5%,-2.5%,-5.3%,5.0,0.2%,-4.4%
Cc1ccc(NC(=O)NC(=O)COC(=O)c2ccc(O)cc2O)c(C)c1,-27.7%,0.3%,-1.7,4.9%,-4.1%,·,0.8,·,-1.4%
O=C(NCCCN1CCOCC1)c1cc(C(=O)C2CCCCC2)c[nH]1,-12.1%,0.5%,-4.2,0.0%,-2.0%,9.3%[57.1 µM],11.2,-1.4%,16.7%
Nc1cc(Cl)ccc1C(=O)OCC(=O)N1CCCCCC1,-17.8%,-1.4%,1.8,7.8%,1.3%,40.1%[activator],-5.0,·,6.0%
Cc1ccc(/C=N/n2cnc3sc(-c4ccccc4)cc3c2=O)o1,-13.6%,1.5%,-2.1,16.0%,0.4%,10.4%[57.1 µM],-2.8,1.3%,4.9%
CC(C)CC(NS(=O)(=O)c1ccc2[nH]c(=O)c(=O)[nH]c2c1)C(=O)O (configuration not stated),2.1%,-7.5%,-7.2,-4.4%,-2.8%,6.9%[57.1 µM],-0.5,-0.6%,1.6%
O=C(Nc1ccc2nn(-c3ccc(Cl)cc3)nc2c1)c1cc2ccccc2o1,-11.0%,-13.3%,10.2,10.8%,-2.1%,8.8%,1.0,-2.1%,-1.2%
NS(=O)(=O)c1ccc(N/C=C\C(=O)c2ccc3ccccc3c2)cc1,-27.2%,0.3%,-14.0,8.2%,-3.5%,-3.2%,-26.3,4.1%,2.1%
CSc1nc(NS(=O)(=O)c2ccc(F)cc2F)nn1C,-22.3%,-0.2%,-7.5,-1.5%,-3.7%,-1.4%,-4.5,0.1%,3.3%
COc1cc(C2CC(c3ccccc3)=NN2c2ccccc2)ccc1OCC(=O)O (configuration not stated),-27.8%,0.3%,-1.2,-7.2%,-2.3%,237.1%[activator],-9.0,20.9%,12.0%
CCOc1ccc2nc(COC(=O)c3cccc([N+](=O)[O-])c3)c(C(C)=O)[n+]([O-])c2c1,-10.6%,-5.9%,-1.0,2.0%,-5.9%,1.2%,16.3,5.7%,-10.8%
O=C(NCc1ccccn1)NC1CCCCC1,-16.4%,0.1%,-12.2,2.2%,-1.2%,0.3%,2.2,2.8%,-21.8%
CSCCC(NC(=O)c1ccc(C(C)(C)C)cc1)C(=O)O (configuration not stated),-11.3%,-0.2%,-3.9,1.8%,-0.5%,7.9%[57.1 µM],7.4,0.7%,-4.6%
CC(NC(=O)CCOc1ccccc1)c1ccccc1 (configuration not stated),-15.6%,-6.5%,-8.3&-7.4,-1.2%,-1.9%,5.8%[57.1 µM],-0.3,2.1%,2.3%
O=S(=O)(CCOc1ccccc1)N1CCOCC1,-3.1%,1.8%,-5.0,5.1%,-0.2%,-11.9%,-1.3,1.5%,0.9%
CCn1nnnc1SCC(=O)Nc1nc(C)c(C)s1,-2.6%,-1.8%,-7.9,0.0%,0.7%,8.3%[57.1 µM],-3.9,1.5%,0.7%
CCCNC(=O)C1(C)CCCN(C(=O)c2c(C)noc2C)C1 (configuration not stated),·,-1.0%,-18.8,·,0.3%,·,-4.1,·,·
O=[N+]([O-])/C(=C\Nc1ccccc1)S(=O)(=O)c1ccccc1,-16.5%,1.1%,-7.6,5.8%,-4.0%,-0.9%,1.4,1.5%,-11.6%
CC(Sc1nc2c([nH]c3ccccc32)c(=O)n1C)c1ccccc1 (configuration not stated),-6.2%,-1.8%,-0.4,1.3%,-4.9%,6.5%,-2.5,2.5%,2.2%
c1ccc(CCN=C2CCCc3c2[nH]c2ccccc32)cc1,-5.8%,-5.2%,0.9,-7.2%,3.0%,19.2%,-16.0,-0.1%,1.6%
CCCCOC(=O)c1ccc(NC(=O)c2cc(-c3ccccc3)on2)cc1,-25.3%,5.1%,-4.4,1.0%,-2.1%,2.2%,4.5,7.2%,-2.8%
COc1ccccc1-c1cnc(C(O)c2ccc(C)cc2C)[nH]1 (configuration not stated),·,0.1%,-5.8,·,-2.8%,·,-0.3,·,·
Cc1oc(-c2cccs2)nc1CN1CCN(Cc2ccc(F)c(F)c2)C(CCO)C1 (configuration not stated),-9.6%,-3.3%,-1.5,-0.4%,-1.1%,1.3%,3.0,-2.3%,7.4%
N#CCc1nc(CSc2nc3ccccc3s2)cs1,-12.5%,-6.1%,-5.8,-3.2%,12.0%,7.1%[57.1 µM],-3.0,1.4%,0.9%

Screening results as filed in PubChem BioAssay.

Some of the compounds tested; count on the stated rates, not on these rows.
